TRPC4 inh = inhibitors of mouse TRPC4 channel, primary screen, Fluo4 calcium, HEK293 TRPC4beta/mu-opioid cells; Short transient receptor potential channel 4 (Mus musculus), Q9QUQ5; DAMGO-evoked Fluo4 calcium flux; stronger effect = lower value; B-score at 10 µM; actives 0.39% (n = 300,000); AID 2247, 2010;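 active = B-score over 3 SD under the library average, no early fluorescence shift, positive overall ratio signal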
Target sequence (Q9QUQ5 whole entry, looked up): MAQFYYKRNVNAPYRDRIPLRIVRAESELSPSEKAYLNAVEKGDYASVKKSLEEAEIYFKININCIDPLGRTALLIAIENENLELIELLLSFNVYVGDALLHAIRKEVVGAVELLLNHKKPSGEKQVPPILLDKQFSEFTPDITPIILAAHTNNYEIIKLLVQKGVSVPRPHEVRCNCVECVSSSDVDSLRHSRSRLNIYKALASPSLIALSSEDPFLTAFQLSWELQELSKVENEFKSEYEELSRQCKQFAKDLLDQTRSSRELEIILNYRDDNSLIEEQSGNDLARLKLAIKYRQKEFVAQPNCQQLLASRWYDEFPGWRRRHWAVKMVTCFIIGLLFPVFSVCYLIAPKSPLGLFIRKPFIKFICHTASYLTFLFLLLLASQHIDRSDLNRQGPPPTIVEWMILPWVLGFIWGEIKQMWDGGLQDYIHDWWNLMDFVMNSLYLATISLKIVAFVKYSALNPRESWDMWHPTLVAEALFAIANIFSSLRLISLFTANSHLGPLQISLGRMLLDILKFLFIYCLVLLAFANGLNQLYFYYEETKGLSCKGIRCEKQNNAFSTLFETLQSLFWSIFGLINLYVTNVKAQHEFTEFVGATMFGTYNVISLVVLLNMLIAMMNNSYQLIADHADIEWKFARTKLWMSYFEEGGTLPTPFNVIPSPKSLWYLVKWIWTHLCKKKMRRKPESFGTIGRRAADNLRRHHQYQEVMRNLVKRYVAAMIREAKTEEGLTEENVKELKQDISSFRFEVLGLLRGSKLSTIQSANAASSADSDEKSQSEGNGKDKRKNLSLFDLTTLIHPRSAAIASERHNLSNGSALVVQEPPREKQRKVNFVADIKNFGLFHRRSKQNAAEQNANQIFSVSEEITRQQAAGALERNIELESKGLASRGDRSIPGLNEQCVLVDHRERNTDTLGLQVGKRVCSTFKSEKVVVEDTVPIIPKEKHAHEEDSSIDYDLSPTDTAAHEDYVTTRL
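Assay system: HEK293 cells with stable TRPC4beta plus mu-opioid receptor expression. Dosing: single dose. Measured by: Fluo4 Ca2+ flux fluorescence. Also added: DAMGO in two steps, submaximal then maximal. Read-out: B score from integrated Fluo4 fluorescence ratio.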
TRPC6 act = mouse TRPC6 channel activators, primary screen, cell-based, HEK293, membrane potential dye; actives 0.13% (n = 310,000); HEK293-TRPC6 membrane potential dye fluorescence; stronger effect = higher value; Short transient receptor potential channel 6 (Mus musculus), Q61143; B-score at 10 µM;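 active = B-score of the integrated fluorescence ratio above library mean plus 3 SD, and starting fluorescence ratio within library mean plus 5 SD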;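 note: higher score means more depolarization so channel activation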
ANO1 activ = TMEM16A chloride channel activators or potentiators, primary screen, cell-based, HTS; actives 0.3% (n = 340,000); B-score at 10 µM; HEK293 TMEM16A/YFP-H148Q/I152L, iodide quench fluorescence; stronger effect = lower value; Anoctamin-1 (Mus musculus), Q8BHY3;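 active = fluorescence-ratio B-score plate-corrected deviation score at least 3 library SD below zero, with starting fluorescence score within 5 deviations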;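 note: channel opened by trigger with iodide after compound preincubation; score built on the fluorescence ratio of max minus min over baseline; more negative score means more quench and so TMEM16A activation or potentiation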
TRPC4 agonist = activators of mouse TRPC4 channel, primary screen, Fluo4 calcium, HEK293 TRPC4beta/mu-opioid cells. Short transient receptor potential channel 4 (Mus musculus), Q9QUQ5. Fluo4 calcium fluorescence; stronger effect = higher value. B-score at 10 µM. actives 0.49% (n = 310,000);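 active = B-score above 5 SD of library B-scores, and initial fluorescence ratio not above library mean plus 5 SD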;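 note: positive B-score marks a calcium rise read as TRPC4 activation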
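Material: HEK293 stable line with TRPC4beta plus mu-opioid receptor; technique: Fluo4 calcium-sensitive dye fluorescence, kinetic, 1 Hz baseline; timing: Fluo4 dye loading 45 min at room temperature, 110 s recording; controls: assay buffer as low control, maximal DAMGO as high control; read-out: integrated baseline-normalised fluorescence ratio, converted to per-well B score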
MrgX1 agonist = agonists of human MrgX1 receptor, primary screen, HEK293 cells, Fluo-4 calcium flux | actives 0.44% (n = 310,000) | Fluo-4 calcium fluorescence, agonist mode; stronger effect = higher value | B-score at 10 µM;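 active = calcium response B-score plate-corrected fluorescence ratio at least 3 library SD, with starting fluorescence B-score inside 5 SD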
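Test system: Stable human MrgX1 HEK293 cell line | Schedule: Overnight plating before 1 h dye loading | Read-out basis: Baseline-normalised fluorescence change ratio, B-scored | Detection: Kinetic calcium dye fluorescence, Fluo-4 NW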
MrgX1 PAM = positive allosteric modulators of MrgX1, primary screen, HEK293 cells, Fluo-4 calcium flux; actives 0.63% (n = 310,000); Mas-related G-protein coupled receptor member X1 (Homo sapiens), Q96LB2; AID 588675, 2011; FDSS; stronger effect = higher value; B-score at 10 µM;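 active = plate-corrected calcium response at least 3 library SD above typical, normal starting fluorescence, not activating the receptor alone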;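 note: compound read alongside a low EC10 to EC30 dose of BAM8-22 agonist; peak minus trough fluorescence over baseline measured at the second addition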
RGS4 block = RGS4 inhibitors, primary screen, cell-based, HEK293 M3R inducible RGS4, calcium flux | B-score at 10 µM | Fluo-4 calcium flux; stronger effect = higher value; triggered by carbachol at its EC20 | actives 0.45% (n = 310,000) | Regulator of G-protein signaling 4 (Homo sapiens), P49798;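 active = B-score, a plate-corrected calcium signal, over three deviations above library mean, with baseline fluorescence within five deviations of library mean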;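 note: RGS4 expression induced by doxycycline in cells with stable M3 receptor; B-score is computed from the integrated fluorescence ratio over baseline after carbachol; higher B-score means a larger calcium signal and so more RGS4 inhibition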
TRPC4 potent = positive allosteric modulators of TRPC4, primary screen, cell-based, mouse TRPC4beta, HEK293 mu-opioid, Fluo-4 calcium | Short transient receptor potential channel 4 (Mus musculus), Q9QUQ5 | actives 0.42% (n = 310,000) | B-score at 10 µM | DAMGO EC20, Fluo-4 Ca2+ flux; stronger effect = higher value;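 active = B-score of calcium response area above 5 SD of library B-scores, with initial fluorescence ratio within 5 SD of library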;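 note: B-score of integrated fluorescence ratio over time as area under calcium response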
ANO1 block = TMEM16A chloride channel inhibitors, primary screen, cell-based, HTS. Anoctamin-1 (Mus musculus), Q8BHY3. HEK293 TMEM16A/YFP iodide influx fluorescence, ionomycin. actives 1.2% (n = 310,000). AID 588511, 2011. normalized B-score (activity score, 25-100; higher = stronger inhibition) at 10 µM;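 active = ratio plate-corrected score three or more library SD toward inhibition, starting fluorescence score within five deviations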;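 note: score derived from kinetic fluorescence span divided by baseline fluorescence per well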
TRPC6 inh = mouse TRPC6 channel inhibitors, primary screen, cell-based, HEK293, membrane potential dye; Short transient receptor potential channel 6 (Mus musculus), Q61143; ACh-evoked depolarization; stronger effect = lower value; B-score at 10 µM; actives 1.1% (n = 310,000); AID 2553, 2010;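 active = B-score under library mean minus 3 SD, initial fluorescence not abnormally high, positive integrated signal ratio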;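 note: B-score derived from integrated fluorescence ratio over the kinetic read; more negative B-score means stronger inhibition of depolarization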
MrgX1 antag = antagonists of human MrgX1 receptor, primary screen, HEK293 cells, Fluo-4 calcium flux | Mas-related G-protein coupled receptor member X1 (Homo sapiens), Q96LB2 | BAM8-22 antagonism; stronger effect = lower value | B-score at 10 µM | actives 1.3% (n = 310,000) | AID 588676, 2011;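 active = calcium-response B-score plate-corrected more than 3 library SD below zero, starting fluorescence within 5 deviations, no agonist response on first addition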;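 note: peak minus trough fluorescence over baseline after final BAM8-22 challenge near maximal dose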
Active calls of the source: *; i = inactive; . = no result given.

SMILES,TRPC4 inh,TRPC6 act,ANO1 activ,TRPC4 agonist,MrgX1 agonist,MrgX1 PAM,RGS4 block,TRPC4 potent,ANO1 block,TRPC6 inh,MrgX1 antag
CC(=O)Nc1ccc(S(=O)(=O)NCCC(=O)NCc2ccncc2)cc1,i,i,i,i,i,i,i,i,i,i,i
Cc1cc(C(=O)NCCc2ccc(S(N)(=O)=O)cc2)no1,i,i,i,i,i,i,i,i,i,i,i
O=C(CN1C(=O)NC(c2ccccc2)(c2ccccc2)C1=O)Nc1cccnc1Cl,i,i,i,i,i,i,i,i,i,i,i
CCc1ccc(S(=O)(=O)NCc2csc(C)n2)s1,i,i,i,i,i,i,i,i,i,i,i
Cc1ccc(C(=O)Nc2ccc(Cl)cn2)cc1S(=O)(=O)N1CCOCC1,i,i,i,i,i,i,i,i,i,i,i
Cc1cc(C(=O)OCC(=O)N2CCc3ccccc32)c(C)o1,i,i,i,i,i,i,i,i,i,i,i
COc1ccccc1N(CC(=O)NC1CCCCC1)C(=O)CCC(=O)Nc1nccs1,i,i,i,i,i,i,i,i,i,i,i
O=c1c2c(c(-c3ccccc3)nn1Cc1ccccc1)CCCC2,i,i,i,i,i,i,i,i,i,i,i
COC(=O)Cc1c[nH]c2ccc(OCC(O)CNC(C)C)cc12 (configuration not stated),i,i,i,i,i,i,i,i,i,i,i
COc1ccc(OC)c(/C=N/N=C2\SCC(=O)N2Cc2ccco2)c1,i,i,i,i,i,i,i,i,i,i,i
CCOC(=O)C/C(C)=N/NC(=O)CNc1cccc(Cl)c1C,i,i,i,i,i,i,i,i,i,i,i
COc1ccc(-c2nnc(SCC(=O)N3CCOCC3)o2)cc1OC,i,i,i,i,i,i,i,i,i,i,i
CCCCOc1ccc(C(=O)Nc2ccc3c(c2)C(=O)NC3=O)cc1,i,i,i,i,i,i,i,i,i,i,i
CN(C)S(=O)(=O)N1CCN(CC(O)COc2ccc3cc(Br)ccc3c2)CC1 (configuration not stated),i,i,i,i,i,i,i,i,i,i,i
CCC(=O)c1ccc(N2CCN(S(=O)(=O)c3ccccc3)CC2)c(F)c1,i,i,i,i,i,i,i,i,i,i,i
Cc1ccc(SC(c2ccccc2)C(Cn2cncn2)C(=O)c2ccccc2)cc1 (configuration not stated),i,i,i,i,i,i,i,i,i,i,i
Cc1nn(-c2ccccc2)c(C)c1C(=O)Nc1nnc(-c2ccco2)o1,i,i,i,i,i,i,i,i,i,i,i
Cc1ccc(N2CC(C(N)=O)CC2=O)cc1 (configuration not stated),i,i,i,i,i,i,i,i,i,i,i
O=C(O)CCc1ccc(-c2ccc(Cl)cc2)n1CC(=O)Nc1ccccc1,i,i,i,i,i,i,i,i,i,i,i
CC1CCN(CCCNC(=O)CN2C(=O)CSc3ccc(S(=O)(=O)N4CCOCC4)cc32)CC1,i,i,i,i,i,i,i,i,i,i,i
CCOC(=O)c1ccc(S(=O)(=O)N2CCN(CC3CC=CCC3)CC2)cc1 (configuration not stated),i,i,i,i,i,i,i,i,i,i,i
CCOC(=O)N1CCN(C(=O)C2CCN(S(=O)(=O)N(CC)CC)CC2)CC1,i,i,i,i,i,i,i,i,i,i,i
COc1ccc(-c2[nH]ncc2CN2CCN(c3ccc(F)cc3)CC2)cc1,i,i,i,i,i,i,i,i,i,i,i
O=C(NC(=S)Nc1cc([N+](=O)[O-])ccc1O)c1ccc2c(c1)OCO2,i,i,i,i,i,i,i,i,i,i,i
O=S(=O)(c1ccc(Br)cc1)c1nc(-c2ccccc2)oc1NCc1cccnc1,i,i,i,i,i,i,i,i,i,i,i
Cc1cc(C)n(C(CC(=O)N2CCc3ccccc3C2)C(=O)O)n1 (configuration not stated),i,i,i,i,i,i,i,i,i,i,i
COc1ccc(Cn2c(=O)[nH]c3cc(C(=O)N4CCN(c5ccccc5OC)CC4)ccc3c2=O)cc1,i,i,i,i,i,i,i,i,i,i,i
O=S(=O)(NCc1cn2ccccc2n1)c1cccs1,i,i,i,i,i,i,i,i,i,i,i
CCOC(=O)c1c(NC(=O)c2ccnn2C)sc(C)c1C,i,i,i,i,i,i,i,i,i,i,i
O=C(CC1CCCCC1)NCc1cn2ccsc2n1,i,i,i,i,i,i,i,i,i,i,i
CCn1c(COc2ccccc2)nnc1SCC(=O)NC1CCCCC1,i,i,i,i,i,i,i,i,i,i,i
COC(=O)CNC(=O)c1c(-c2c(Cl)cccc2Cl)noc1C,i,i,i,i,i,i,i,i,i,i,i
Cc1cc(C)c2nc(N3CCC(C(=O)NCCCN4CC(C)CC(C)C4)CC3)sc2c1 (configuration not stated),i,i,i,i,i,i,i,i,i,i,i
CC(C)=CCC(C)(C)C1OCCN1C(=O)c1ccccc1 (configuration not stated),i,i,i,i,i,i,i,i,i,i,i
COc1cccc(/C=N/Nc2ncnc3scc(-c4ccccc4)c23)c1O,i,i,i,i,i,i,i,i,i,i,i
CCN(CC)CCNC(=O)c1cc(Br)c(N)cc1OC,.,.,i,.,i,i,.,.,i,.,i
CC(=O)N1C(=O)C2(C(C#N)=C(N)Oc3c2c(C)nn3-c2ccccc2)c2ccccc21 (configuration not stated),i,i,i,i,i,i,i,i,i,i,i
C[C@H](N)c1nnc(SCc2ccc(Cl)cc2Cl)o1,i,i,i,i,i,i,i,i,i,i,i
CCOc1ccc2nc(NC(=O)COc3ccc(N(C)S(=O)(=O)c4ccc(C)cc4)cc3)sc2c1,i,i,i,i,i,i,i,i,i,i,i
CC(=O)NC(Cc1cccc(C)c1)C(=O)NC1CCN(c2ncccc2[N+](=O)[O-])CC1 (configuration not stated),i,i,i,i,i,i,i,i,i,i,-4.7*
NC1=NC[C@H](Cc2ccc(O)cc2)N1CCCCC1CCCCC1,i,i,i,i,i,9.3*,i,i,i,i,i
CC(=O)C1=C(O)C(=O)N(C)C1c1ccccc1[N+](=O)[O-] (configuration not stated),i,i,i,i,i,i,i,i,i,i,i
Cc1ccc(S(=O)(=O)N(C)c2ccc(OCC(=O)Nc3nc4c(ccc5ccccc54)s3)cc2)cc1,i,i,i,i,i,i,i,i,i,i,i
O=C(CNS(=O)(=O)c1cccc(Br)c1)NCCCc1ccccc1,i,i,i,i,i,i,i,i,i,i,i
CCOc1ccc(-c2csc(C3COc4ccccc4O3)n2)cc1 (configuration not stated),i,i,i,i,i,i,i,i,i,i,i
CCn1c(SCC(=O)Nc2ccc(S(=O)(=O)Nc3onc(C)c3C)cc2)nnc1-c1ccccc1,.,i,i,i,i,i,i,i,i,i,i
CCCn1nnnc1NC(=O)c1cccs1,i,i,i,i,i,i,i,i,i,i,i
COc1cc(SSc2cc(OC)cc([N+](=O)[O-])c2N)c(N)c([N+](=O)[O-])c1,i,i,i,i,i,i,i,i,i,i,i
Cc1nc2ccc(N=NC3=C(O)CC(C)(C)CC3=O)cc2s1,i,i,i,i,i,i,i,i,i,i,i
Cc1ccc(-n2cc(CNCC3CC(=O)N(C4CC4)C3)c(-c3cccc(C)c3)n2)cc1 (configuration not stated),i,i,i,153*,i,i,i,i,i,i,i
Cc1cc(C)nc(SCC2COc3ccccc3O2)n1 (configuration not stated),i,i,i,i,i,i,i,i,i,i,i
COCCCN1CC(=O)N2C(c3ccccc3)c3[nH]c4ccccc4c3C[C@H]2C1=O (some centres not stated),i,i,i,i,i,i,i,i,i,i,i
O=C(NNC1=NCCCCC1)Nc1cccc(Cl)c1,i,i,i,i,.,.,i,i,.,i,.
CC(C)(C)NC(=O)NC(=O)COC(=O)c1nc(-c2ccccc2)n(-c2cccc(C(F)(F)F)c2)n1,i,i,i,i,i,i,i,i,i,i,i
CC(=O)c1ccc(S(=O)(=O)N2CCN(C(=O)CN3C(=O)NC4(CCCC4)C3=O)CC2)cc1,i,i,i,i,i,i,i,i,i,i,i
Cc1nnnn1CC(=O)Nc1ccccc1[N+](=O)[O-],i,i,i,i,i,i,i,i,i,i,i

Other structures:
SMILES,TRPC4 inh,TRPC6 act,ANO1 activ,TRPC4 agonist,MrgX1 agonist,MrgX1 PAM,RGS4 block,TRPC4 potent,ANO1 block,TRPC6 inh,MrgX1 antag
COc1ccc(/C=C/C(=O)NC(=S)Nc2ccc(S(=O)(=O)Nc3cc(C)on3)cc2)cc1,i,i,i,i,i,i,i,i,i,i,i
CCOC(=O)c1sc2nc(C)cc(C)c2c1N,i,i,i,i,i,i,i,i,i,i,i
CCCC(=O)Nc1ccc(NC(=O)c2ccccc2OC)cn1,i,i,i,i,i,i,i,i,i,i,i
COc1ccc(S(=O)(=O)Nc2ccccc2N2CCOCC2)cc1[N+](=O)[O-],i,i,i,i,i,i,i,i,i,i,i
Cn1c(NC(=O)c2ccccc2NC(=O)C(C)(C)C)nc2ccccc21,i,i,i,i,i,i,i,i,i,i,i
CCSc1nnc(NC(=O)CSc2nnc(Cc3cccn3C)n2CCc2ccccc2)s1,i,i,i,i,i,i,i,i,i,i,i
Nc1nc2nc(-c3ccccc3)cc(=O)n2[nH]1,i,i,i,i,i,i,i,i,i,i,i
CCCCN(C(=O)CCSc1ccc(F)cc1)c1c(N)n(Cc2ccccc2)c(=O)[nH]c1=O,i,i,i,i,i,i,i,i,i,i,i
